# High-throughput results as filed in PubChem BioAssay.
# V-ATPase pHluor = regulators of yeast V-ATPase proton pumping, primary screen, pHLuorin cytosolic pH fluorescence. response, % at 10 µM. S. cerevisiae. AID 504577, 2011. 350,000 compounds, 0.37% hits; in the data active means response mostly above about 7.3%, no sharp cut-off; inactive means mostly below about 5.4%; further: actives read high; inactives centre near 0; some compounds called inactive have numbers as strong as hits
# DAGLB inh = DAGLB lipase inhibitors, primary screen, biochemical, fluorescence, HTS | Diacylglycerol lipase-beta (Homo sapiens), Q8NCG7 | HEK293T DAGLB membrane lysate, EnzChek fluorogenic substrate | inhibition, % at 5.17 µM | 340,000 compounds, 0.059% hits | AID 504411, 2011; in the data active means inhibition above about 34%;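 further: 0% = enzyme with vehicle and 100% = wells lacking enzyme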
# CAL PDZ FP-1 = untagged CAL PDZ binding inhibitors, primary screen, biochemical, fluorescence polarization, HTS. purified CAL PDZ, TMR-peptide fluorescence polarization, 1 h. 300,000 compounds, 0.92% hits. Golgi-associated PDZ and coiled-coil motif-containing protein (Homo sapiens), Q9HD26. inhibition, % at 24.9 µM. AID 602252, 2012;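 active means mean inhibition of at least 30% with at least half of replicates also reaching 30%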;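 further: 0% = DMSO neutral control and 100% = excess unlabeled competitor peptide PRC23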
# Arrestin-AP2 inh = inhibitors of beta-arrestin/AP2 binding, primary screen, biochemical, GPCR trafficking, flow cytometry; inhibition, % at 10 µM; beta-arrestin 1 C-terminal peptide binding to AP2 beta2-adaptin appendage (human); FITC-arrestin peptide / GST-AP2 beads; AP2 beta2 appendage carries R879A mutation; 340,000 compounds, 0.31% hits;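 active means inhibition above a set limit, near 3 SD of compounds lacking own fluorescence, cut at about 54% in these data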;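 further: plate controls were DMSO wells for no effect and 5 µM unlabelled arrestin peptide for full effect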
#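 system = GST-tagged AP2 beta2-adaptin appendage (R879A) on 4 µm glutathione beads | reagent = FITC-labelled arrestin peptide probe, 50 nM final | schedule = compound with beads 12 min RT, then probe 1 h RT | signal = HyperCyt-sampled flow cytometry, FL1 channel, ex 488/em 535 nm | read-out = percent response from loss of bead-bound FITC fluorescence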
# RTF Ca sens inh = cardiac RTF calcium sensitivity inhibitors, primary screen, biochemical, IANBD-TnC fluorescence, EC70 calcium; Troponin I, cardiac muscle (Homo sapiens) + Troponin T, cardiac muscle (Homo sapiens) + …; IANBD-labeled cardiac RTF, Ca2+ fluorescence; inhibition, % at 7.15 µM; 340,000 compounds, 0.12% hits; AID 493244, 2011;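 active means inhibition above the mean inhibition of all tested compounds plus 3 SD, cut at about 17% in these data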;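 further: assay run at fixed EC70 calcium of 1.6 mM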
# C-LANA FP = inhibitors of KSHV C-LANA binding to DNA, primary screen, biochemical, fluorescence polarization, FAM-LBS DNA, MBP-C-LANA, single point | Kaposi's sarcoma herpesvirus LANA C-terminal domain (residues 932-1162) DNA binding | 340,000 compounds, 0.078% hits | inhibition, % at 9 µM;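 active means highest replicate inhibition at or above 60% at 9 µM, even if other replicates fall short; inactive means all replicates below 60% inhibition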;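 further: 0% = neutral control wells and 100% = 4 µM acridine orange control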
# Keap1 Nrf2 FP = Keap1-Nrf2 protein-protein interaction inhibitors, primary screen, biochemical, fluorescence polarization, single point; Kelch-like ECH-associated protein 1 (Homo sapiens), Q14145; Keap1 Kelch-Nrf2 peptide fluorescence polarization, 1536-well; inhibition, % at 9.4 µM; 340,000 compounds, 0.15% hits; in the data active means inhibition above about 12%;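 further: human Keap1 Kelch domain with fluorescein labeled Nrf2 9mer peptide probe; 0% = neutral control wells and 100% = peptide positive control; higher means more block of Keap1 binding to Nrf2 peptide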
# Pemphigus Ab inh = inhibitors of pemphigus antibody binding to DSG3, primary screen, biochemical, bead-based, flow cytometry, scFv-GFP | Desmoglein-3 (Homo sapiens), P32926 | 310,000 compounds, 0.48% hits | binding (percent of control), % at 10 µM | DSG3-coupled beads, scFv-anti-DSG3-GFP binding; hits give low values;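 active means binding more than 3 SD below its plate's average and above zero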;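 further: hits lower antibody fragment binding to DSG3; some compounds called inactive have numbers as strong as hits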
# NSD2 inh = NSD2 histone methyltransferase inhibitors, primary screen, biochemical, AlphaScreen, single concentration, set 2; inhibition, % at 12.5 µM; NSD2 peptide methylation, 120 min; 310,000 compounds, 0.54% hits; AID 743445, 2014; Histone-lysine N-methyltransferase NSD2 (Homo sapiens), O96028; in the data active means inhibition above about 50%
# Target sequence (O96028 whole entry, looked up): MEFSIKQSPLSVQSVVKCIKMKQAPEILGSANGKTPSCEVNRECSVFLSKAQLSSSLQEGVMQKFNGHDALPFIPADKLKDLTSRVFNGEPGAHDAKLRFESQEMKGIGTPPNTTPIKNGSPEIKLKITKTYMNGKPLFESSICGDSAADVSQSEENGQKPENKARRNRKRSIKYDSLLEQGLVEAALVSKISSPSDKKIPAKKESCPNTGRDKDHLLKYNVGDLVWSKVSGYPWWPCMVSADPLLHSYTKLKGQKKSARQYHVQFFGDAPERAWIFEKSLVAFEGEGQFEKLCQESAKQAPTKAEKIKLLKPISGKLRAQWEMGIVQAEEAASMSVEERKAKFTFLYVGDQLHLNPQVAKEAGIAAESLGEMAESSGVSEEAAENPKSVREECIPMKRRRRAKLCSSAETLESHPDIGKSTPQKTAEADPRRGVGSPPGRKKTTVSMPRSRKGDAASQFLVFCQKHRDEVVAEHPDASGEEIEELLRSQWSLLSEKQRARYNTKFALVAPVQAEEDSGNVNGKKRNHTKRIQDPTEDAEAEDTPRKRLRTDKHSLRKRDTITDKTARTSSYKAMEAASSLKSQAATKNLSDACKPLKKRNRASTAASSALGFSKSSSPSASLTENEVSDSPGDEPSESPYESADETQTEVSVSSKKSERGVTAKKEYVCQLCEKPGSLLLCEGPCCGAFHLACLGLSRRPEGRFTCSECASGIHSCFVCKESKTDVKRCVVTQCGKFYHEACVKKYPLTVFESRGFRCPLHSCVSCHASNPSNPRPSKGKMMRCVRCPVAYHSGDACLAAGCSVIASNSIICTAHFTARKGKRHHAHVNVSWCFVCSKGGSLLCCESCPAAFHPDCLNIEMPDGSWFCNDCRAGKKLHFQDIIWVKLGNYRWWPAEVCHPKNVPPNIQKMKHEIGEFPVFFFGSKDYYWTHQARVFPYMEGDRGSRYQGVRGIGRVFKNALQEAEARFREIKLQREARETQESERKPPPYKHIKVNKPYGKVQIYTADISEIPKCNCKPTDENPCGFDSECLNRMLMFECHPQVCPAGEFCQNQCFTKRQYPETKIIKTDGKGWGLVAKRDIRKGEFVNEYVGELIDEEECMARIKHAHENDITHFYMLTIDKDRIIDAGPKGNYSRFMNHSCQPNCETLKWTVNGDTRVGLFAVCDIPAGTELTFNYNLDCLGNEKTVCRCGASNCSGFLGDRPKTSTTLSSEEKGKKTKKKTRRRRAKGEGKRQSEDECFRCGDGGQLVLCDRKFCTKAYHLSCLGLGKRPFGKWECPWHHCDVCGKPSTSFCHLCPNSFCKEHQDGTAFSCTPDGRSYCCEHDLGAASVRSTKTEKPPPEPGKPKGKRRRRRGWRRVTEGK
# CAL PDZ FP-2 = CAL PDZ peptide-binding inhibitors, primary screen, biochemical, fluorescence polarization, Cer-tagged CAL PDZ, HTS. purified CAL PDZ, TMR-peptide fluorescence polarization, 1 h. inhibition, % at 20 µM. 330,000 compounds, 0.02% hits. AID 504414, 2011;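 active means highest replicate inhibition of at least 40%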;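 further: plate controls were DMSO neutral control wells for no effect and unlabeled competitor peptide control wells for full effect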
#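 Control set: unlabelled peptide and DMSO controls / Material: purified CerCALP PDZ construct / Timing: 1 h incubation at room temperature before polarization reading / Doses: 20 µM, one dose / Detection: fluorescence polarization (mP)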
# An asterisk follows results filed as active; nt = not tested or not shown.
# Below each compound: V-ATPase pHluor	DAGLB inh	CAL PDZ FP-1	Arrestin-AP2 inh	RTF Ca sens inh	C-LANA FP	Keap1 Nrf2 FP	Pemphigus Ab inh	NSD2 inh	CAL PDZ FP-2
- O=C(NS(=O)(=O)c1ccc(NC(=O)C2CCCO2)cc1)c1ccccc1 (stereo not given)
→ 4	-1	nt	-2	-7	0.9	0	109	6	-0.7
- CCOC(=O)C1CCCN(c2c(N3CCN(C4CCCCC4)CC3)c(=O)c2=O)C1 (stereo not given)
→ 7	0	nt	13	-10	0.2	0	103	nt	0.1
- Cc1ccc(C)c(S(=O)(=O)N2CCN(CC(=O)Nc3ccc4c(c3)CCC4)CC2)c1
→ 4	-5	1	-3	-32	-0.3	-5	120	-1	-3.0
- Cc1ccc(S(=O)(=O)NOCc2ccccc2)cc1
→ 0	-4	-5	-18	-3	-1.1	-1	98	nt	0.4
- COc1cc(OC)c(CNC2CCCCCC2)cc1Br
→ 0	-1	-4	42	7	-0.1	3	94	-4	-1.6
- O=C(NCCN1CCN(Cc2ccccc2)CC1)C1CC(=O)N(C2CCCC2)C1 (stereo not given)
→ 7	1	0	-1	-5	1.1	-3	101	1	-0.1
- CC/C(=N/Nc1ccccc1Cl)c1cnnc(-c2ccccc2)n1
→ 3	0	0	13	-8	-1.4	1	99	0	-0.9
- NC(=O)C[n+]1cccc(C(N)=O)c1
→ 6	-2	-7	11	-18	0.0	-2	84	1	-1.4
- Cc1cccc(Nc2cc(=O)[nH]c(=O)[nH]2)c1
→ 0	0	-4	-2	-6	-0.8	3	98	-3	-0.8
- CC(=O)NS(=O)(=O)c1cccnc1Nc1cccc(Cl)c1C
→ 3	4	-1	23	-3	-0.8	2	97	-5	0.0
- COC(=O)c1ccc(NC(=O)CSc2ccccn2)cc1
→ -6	-2	-4	16	-4	0.2	0	nt	2	-1.2
- CCSCCOC(=O)C1=C(C)NC(=O)NC1c1cccc(OC)c1OC (stereo not given)
→ 2	2	-2	5	-2	0.2	6	102	0	-1.9
- Cc1ccc(CN2CCN(C(=O)C3CCCO3)CC2)cc1 (stereo not given)
→ 0	-1	nt	28	-8	-0.7	-3	95	-2	0.2
- C=CCc1cc(/C=N/n2cnnc2)cc(OCC)c1O
→ 1	0	-3	16	0	-0.8	2	113	-1	0.4
- CCOC(=O)c1cnc(N2CCOCC2)[nH]c1=O
→ 2	-3	0	8	-9	-0.6	-1	102	-2	-0.8
- COc1ccc2c(-c3cccnc3)cc(=O)[nH]c2c1
→ 1	-1	-3	-5	-11	1.4	-5	98	-8	-1.6
- O=C(CN1C(=O)NC2(CCCCCCC2)C1=O)NC1CCCc2ccccc21 (stereo not given)
→ 0	1	1	nt	6	1.6	-1	101	1	-1.5
- Cc1cc(=O)oc2cc(OC(=O)c3cncc(Br)c3)ccc12
→ 0	-1	-4	3	-15	0.0	-1	98	2	-5.3
- O=C1c2ccccc2NC(c2cccc(F)c2)N1Cc1ccco1 (stereo not given)
→ 3	3	0	-1	-5	-0.2	-1	99	-3	-0.9
- CC(C)(C)c1ccccc1N=Cc1ccc2ccccc2n1
→ -6	0	-2	25	-17	0.3	4	102	3	0.9
- O=S1(=O)CCS(=O)(=O)C1c1ccccc1
→ 0	-5	nt	18	1	-11	-5	109	-3	-0.3
- CCc1cc2c(SCC(=O)N(C)C3CCS(=O)(=O)C3)ncnc2s1 (stereo not given)
→ -4	2	-1	-17	0	-0.2	1	90	nt	0.4
- COc1ccc(Cl)cc1NCCC(O)c1ccc(F)cc1 (stereo not given)
→ 2	-2	-5	-7	-13	0.4	0	96	10	0.4
- CCOc1ccc(-c2nn(-c3ccccc3)cc2/C=C2\SC(=S)N(Cc3ccco3)C2=O)cc1
→ 1	1	-2	7	3	-0.1	-2	89	-3	0.0
- Nn1c(SCC(=O)Nc2cccc(F)c2)nnc1C1CCCCC1
→ -6	1	nt	4	-7	0.8	5	100	-3	-4.4
- Cc1ccc2cc(CN(CCc3ccccc3)C(=S)NCCCN(C)C)c(=O)[nH]c2c1
→ -3	3	-2	11	2	-14	-3	114	13	-0.5
- CC(C)c1c(C(=O)N/N=C/c2cccc3ccccc23)nnn1-c1nonc1N
→ 1	-3	-23	12	-1	-1.6	5	99	6	-2.4
- C[C@]12CC[C@@H]3c4ccc(O)cc4CC[C@H]3[C@@H]1C[C@@H](O)[C@@H]2O[C@@H]1O[C@H](C(=O)O)[C@@H](O)[C@H](O)[C@H]1O
→ 0	1	-8	-5	-7	0.7	-3	109	nt	0.1
- N#Cc1sc2nccc(Nc3ccccc3)c2c1N
→ -2	nt	nt	-15	nt	nt	nt	116	1	nt
- COc1cccc(NC(=O)CCC2CCN(C(=O)C(OC)c3ccccc3)CC2)c1 (stereo not given)
→ 2	-5	nt	nt	nt	nt	nt	110	0	nt

# 9 entries out of the list, arranged by number of heavy atoms, smallest number first.
# Below each compound: V-ATPase pHluor	DAGLB inh	CAL PDZ FP-1	Arrestin-AP2 inh	RTF Ca sens inh	C-LANA FP	Keap1 Nrf2 FP	Pemphigus Ab inh	NSD2 inh	CAL PDZ FP-2
- NC(=O)C[n+]1cccc(C(N)=O)c1
→ 6	-2	-7	11	-18	0.0	-2	84	1	-1.4
- O=S1(=O)CCS(=O)(=O)C1c1ccccc1
→ 0	-5	nt	18	1	-11	-5	109	-3	-0.3
- Cc1ccc(S(=O)(=O)NOCc2ccccc2)cc1
→ 0	-4	-5	-18	-3	-1.1	-1	98	nt	0.4
- COc1cc(OC)c(CNC2CCCCCC2)cc1Br
→ 0	-1	-4	42	7	-0.1	3	94	-4	-1.6
- COc1ccc(Cl)cc1NCCC(O)c1ccc(F)cc1 (stereo not given)
→ 2	-2	-5	-7	-13	0.4	0	96	10	0.4
- CC(=O)NS(=O)(=O)c1cccnc1Nc1cccc(Cl)c1C
→ 3	4	-1	23	-3	-0.8	2	97	-5	0.0
- O=C(NCCN1CCN(Cc2ccccc2)CC1)C1CC(=O)N(C2CCCC2)C1 (stereo not given)
→ 7	1	0	-1	-5	1.1	-3	101	1	-0.1
- COc1cccc(NC(=O)CCC2CCN(C(=O)C(OC)c3ccccc3)CC2)c1 (stereo not given)
→ 2	-5	nt	nt	nt	nt	nt	110	0	nt
- CCOc1ccc(-c2nn(-c3ccccc3)cc2/C=C2\SC(=S)N(Cc3ccco3)C2=O)cc1
→ 1	1	-2	7	3	-0.1	-2	89	-3	0.0

# Following part:
# Below each compound: V-ATPase pHluor	DAGLB inh	CAL PDZ FP-1	Arrestin-AP2 inh	RTF Ca sens inh	C-LANA FP	Keap1 Nrf2 FP	Pemphigus Ab inh	NSD2 inh	CAL PDZ FP-2
- CCN(c1cccc(C)c1)S(=O)(=O)c1cc2c3c(c1)CCN3C(=O)CC2
→ -1	-1	-4	-13	-4	0.5	-3	109	-2	-1.3
- CSc1nc2c(c(=O)[nH]1)CCCC2
→ -2	2	-1	3	-5	-1.9	-8	98	-2	-0.6
- Clc1ccc(SCCOCCN2CCCCC2)cc1
→ -1	1	-1	31	-7	1.9	-2	99	6	0.5
- Cc1ccc(-n2c(SCC(=O)NCc3ccco3)nc3c([nH]c4ccccc43)c2=O)cc1
→ -5	-5	nt	25	-5	-1.8	0	100	nt	0.2
- COc1ccc(CCNC(=O)CSc2ccsc2[N+](=O)[O-])cc1OC
→ -1	-1	-1	17	5	0.4	-1	80	1	-2.5
- Cc1cc(C(=O)N/N=C/c2ccc[nH]2)n[nH]1
→ nt	2	-1	-3	-1	-0.8	-8	108	-5	-2.0
- CCN(CC)CCN(C(=O)c1ccc2ccccc2c1)c1nc2cc3c(cc2s1)OCO3
→ -3	-4	1	41	-2	0.5	3	nt	3	-2.2
- O=C(C1CCN(S(=O)(=O)c2cnc[nH]2)CC1)N1CCN(Cc2ccc3c(c2)OCO3)CC1
→ 1	-2	-1	-3	-16	0.3	1	99	nt	-1.9
- O=Nc1c(O)cc(O)c2ccccc12
→ -1	3	nt	nt	nt	nt	nt	104	1	nt
- C(#Cc1ccccc1)C[N+]1(CC#Cc2ccccc2)CCCC1
→ 2	0	-1	-5	-10	0.5	2	90	0	-4.1
- CSCCC(NC(C)=O)C(=O)OCC(=O)N(c1ccccc1)c1ccccc1 (stereo not given)
→ -1	1	-2	-4	1	0.4	1	102	1	-1.8
- CN1/C(=C\C(=S)NC(=O)c2ccccc2Cl)C(C)(C)c2ccccc21
→ -1	15	-3	13	-5	-0.6	-5	103	12	-1.1
- COc1ccccc1CNC(=O)CSCc1cnn(-c2ccccc2)c1-n1cccc1
→ 8	-11	-3	11	-5	-1.1	4	100	1	-1.8
- CCc1cc(Cn2nc(C(=O)O)cc2-c2ccccc2)on1
→ -1	1	-2	-1	-4	-0.9	1	111	nt	0.0
- CC(=O)Nc1ccc(C(=O)COC(=O)CCS(=O)(=O)c2ccccc2)cc1
→ 3	-1	-1	5	2	-0.8	-2	100	-2	1.5
- O=C(O)c1ccccc1-c1ncc(-c2ccccc2)o1
→ 2	1	0	0	-4	0.1	-2	114	22	0.1
- N/C(=N\N=C\c1ccc(O)c(O)c1)c1nonc1N
→ 3	1	2	2	-3	0.7	-2	98	nt	-0.7
- Cc1ccc(S(=O)(=O)N2[C@@H](c3ccc4c(c3)OCO4)C(C(=O)O)=C[C@H]2CC2CCCC2)cc1
→ -1	2	-4	8	-9	-1.5	3	118	nt	1.1
- O=C1c2ccccc2C(=O)N1Cc1cc(Cl)c(O)c([N+](=O)[O-])c1
→ 1	20	-4	15	0	5.5	-3	93	3	-0.9
- CCC(=O)N/C(=N\OCc1ccc(F)cc1)c1nonc1NC(=O)CC
→ 3	-1	-1	-8	-21	0.2	-2	nt	-1	0.6
- COCCNC(=O)C1CCN(S(=O)(=O)c2c(C)noc2/C=C/c2cccs2)CC1
→ -4	0	1	38	0	-1.1	2	91	-1	-2.7
- CCS(=O)(=O)n1nc(-c2ccccc2)cc1N
→ 0	-1	nt	3	1	1.3	-3	107	nt	-0.8

# These rows are one share of the data; rates above refer to the full screens.
